MBD2 DNA inh: inhibitors of human MBD2 binding to methylated oligonucleotide; TR-FRET; inhibition, % at 4.4 µM; 370,000 tested, 0.31% active; AID 686964; in the data active = inhibition above about 13%
NPR2 activator: GC-B (human) receptor activation; P20594; HEK293-GC-B cells, CNP EC30, cGMP TR-FRET; 0% at EC30 CNP, 100% saturating CNP; activation, % at 10 µM; 370,000 tested, 0.11% active; AID 1920062;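 active = activation at 10 µM reaching about 35% in either raw or pattern-adjusted values, limit read from the data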
Target sequence (P20594 whole entry, looked up): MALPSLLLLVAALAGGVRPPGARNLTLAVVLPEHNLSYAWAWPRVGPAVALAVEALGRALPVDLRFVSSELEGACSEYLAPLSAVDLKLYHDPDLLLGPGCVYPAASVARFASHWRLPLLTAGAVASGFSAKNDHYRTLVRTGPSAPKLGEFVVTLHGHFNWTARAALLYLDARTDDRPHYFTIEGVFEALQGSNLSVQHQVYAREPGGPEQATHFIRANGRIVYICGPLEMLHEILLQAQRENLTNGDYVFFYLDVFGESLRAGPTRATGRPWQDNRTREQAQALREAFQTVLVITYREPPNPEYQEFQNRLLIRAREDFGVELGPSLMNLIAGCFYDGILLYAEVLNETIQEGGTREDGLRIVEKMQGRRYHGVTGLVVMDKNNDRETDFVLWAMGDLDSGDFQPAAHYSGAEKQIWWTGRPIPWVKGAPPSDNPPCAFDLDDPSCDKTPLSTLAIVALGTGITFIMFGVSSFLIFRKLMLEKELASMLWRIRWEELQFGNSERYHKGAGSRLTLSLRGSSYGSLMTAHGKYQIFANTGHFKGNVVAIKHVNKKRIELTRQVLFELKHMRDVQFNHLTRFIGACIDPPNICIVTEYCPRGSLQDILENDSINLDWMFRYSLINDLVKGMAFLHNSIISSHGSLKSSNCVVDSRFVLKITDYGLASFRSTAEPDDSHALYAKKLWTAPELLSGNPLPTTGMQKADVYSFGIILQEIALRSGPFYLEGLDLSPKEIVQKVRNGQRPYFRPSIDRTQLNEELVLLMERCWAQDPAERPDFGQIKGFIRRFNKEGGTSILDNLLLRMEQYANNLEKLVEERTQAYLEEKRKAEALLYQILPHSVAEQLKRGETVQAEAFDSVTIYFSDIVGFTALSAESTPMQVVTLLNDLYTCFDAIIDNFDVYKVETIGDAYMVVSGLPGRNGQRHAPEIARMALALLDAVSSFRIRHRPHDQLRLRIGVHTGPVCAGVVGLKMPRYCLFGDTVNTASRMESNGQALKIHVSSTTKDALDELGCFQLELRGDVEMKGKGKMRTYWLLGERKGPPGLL
TCR CD3 inh: inhibitors of human TCR-CD3 interaction | TAMRA-labeled TCR probe fluorescence, biochemical | inhibition, % at 9.4 µM | 360,000 tested, 0.37% active | AID 651800; in the data active = inhibition above about 19%;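 note: recombinant mutant TCR 2C K166C tagged with TAMRA read by polarization; 0% = receptor in buffer alone and 100% = receptor with positive control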
PRMT1 FP inh: inhibitors of human PRMT1; Q99873; recombinant PRMT1, activity-based probe fluorescence polarization; inhibition, % at 2.79 µM; 370,000 tested, 1.3% active; AID 652257;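 active = inhibition above about 21% made by adding two undisclosed values, limit read from the data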
rCAG RNA binder: r(CAG) repeat RNA binding | TO-PRO-1 dye displacement fluorescence | inhibition, % at 3 µM | 370,000 tested, 1.3% active;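 active = inhibition above the plate cutoff, the mean of all test compounds on that plate plus 3 SD, cut at about 35% in these data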;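 note: 0% = DMSO alone and 100% = 100 µM mitoxantrone as full dye displacement; higher means more dye released from RNA so lower well fluorescence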
LEDGF integ inh: blocks HIV-1 LEDGF/p75-dependent DNA integration; 370,000 tested, 0.64% active; inhibition, % at 3.7 µM; TR-FRET IN-LEDGF/p75 DNA integration, Eu/Cy5; AID 743269;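 active = inhibition above the screen-wide mean plus 3 SD, cut at about 13% in these data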;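 note: signal is the Cy5 over europium emission ratio at 671 and 618 nm; 0% = plate median of compound wells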
SIAE primary: human SIAE inhibition, primary screen | SIAE FP-Rh probe binding, fluorescence polarization | 370,000 tested, 0.69% active | inhibition, % at 9.66 µM | AID 1053197;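 active = inhibition above a cutoff: mean of compounds within the control limits plus 3 SD of those, cut at about 17% in these data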;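 note: 0% = plate median of compound wells and 100% = probe without SIAE protein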
TDP2 inh: blocks human TDP2 phosphodiesterase activity; O95551; recombinant TDP2, T5PNP hydrolysis, p-nitrophenol absorbance 415 nm; inhibition, % at 12.8 µM; 370,000 tested, 0.34% active; AID 720702;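 active = inhibition above the mean of all tested compounds plus 3 SD, set per campaign, cut at about 25% in these data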;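 note: 0% = DMSO with enzyme and 100% = buffer with substrate but no TDP2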
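Evaluation: % inhibition relative to enzyme-containing and enzyme-free wells. Material: recombinant human TDP2. Benchmarks: enzyme-free and DMSO wells. Timing: enzyme reaction with compound for 2 h at 37 °C. Compound dosing: 12.8 µM only. Measured by: p-Nitrophenol epi absorbance. Reagent: T5PNP substrate at 5 mM, a TopII-DNA adduct mimic. Replication: single well per compound.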
ABHD4 inh: inhibits mouse alpha/beta hydrolase domain 4. inhibition, % at 8.92 µM. 370,000 tested, 0.54% active. purified mABHD4, FP-Rh probe fluorescence polarization. Q8VD66;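 active = inhibition exceeding the mean over every tested compound plus 3 SD, cut at about 30% in these data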;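 note: 0% = plate median of compound wells and 100% = S159A mutant with DMSO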
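Assay system: Wild-type mouse ABHD4 protein | Medium: HEPES pH 7.0 buffer, 150 mM NaCl, 0.01% Pluronic F-127 | Incubation: Enzyme–compound pre-incubation 45 min, then probe 60 min, both 25 °C | Technique: Fluorescence polarization with parallel and perpendicular emission, 525/598 nm | Evaluation: % inhibition of FP-Rh probe binding versus controls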
HTRA1 inhibitor: blocks human HTRA1 serine peptidase. Q92743. recombinant HTRA1, FP-rhodamine activity-based probe, fluorescence polarization. inhibition, % at 5.96 µM. 340,000 tested, 0.5% active. AID 504803; in the data active = inhibition above about 36%;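 note: 0% = enzyme with DMSO and 100% = wells lacking enzyme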
Starred values were filed as active, the others as inactive; . = no result given. An excerpt, so the mix of outcomes need not match the whole.

1: Cc1ccc(CSCc2ccc(C(=O)NC3CCCC3)o2)cc1
2: COc1ccc(S(=O)(=O)NCC2(N3CCOCC3)CCCCC2)cc1OC
3: CCn1c2ccccc2c2cc(N=C3SC(CC(=O)Nc4ccccc4)C(=O)N3C)ccc21 (centres undefined)
4: CC(=O)c1ccc(N2C(=NC(=O)CCc3ccccc3)SC3CS(=O)(=O)CC32)cc1 (centres undefined)
5: CC1CC=C(c2ccccc2)C(=S)N1 (centres undefined)
6: Cc1cccc(C(=O)N2N=C(c3ccc(NS(C)(=O)=O)cc3)CC2c2cccs2)c1 (centres undefined)

entry no.,1,2,3,4,5,6
TDP2 inh,-8,4,-9,1,1,7
LEDGF integ inh,2,5,-2,0,1,3
NPR2 activator,4,3,2,-2,-5,0
rCAG RNA binder,-1,-7,2,3,1,5
TCR CD3 inh,-3,3,3,-2,1,-6
HTRA1 inhibitor,-3,4,-4,0,1,-21
SIAE primary,-4,4,-4,4,4,-3
MBD2 DNA inh,2,4,1,4,-1,-1
PRMT1 FP inh,-2,-1,-1,3,-2,1
ABHD4 inh,4,1,5,0,3,-45

7: COC(=O)C1CN(Cc2ccc(Cl)cc2)CCS(=O)(=O)N1Cc1cn(Cc2ccc(F)cc2)nn1 (centres undefined)
8: Nn1c(SCC(=O)NCc2ccccc2)nnc1C1CC1
9: Cc1cc(NS(=O)(=O)c2ccc(NC(=O)c3ccco3)cc2)no1
10: CCCCCCCCN1C(=O)[C@H](CC(=O)NCc2cccc3ccccc23)C[C@@]2(C(=O)OC)CCCCC=C12
11: O=C(Cn1nnc2ccccc21)c1ccc(Cl)cc1
12: O=C(CCl)N(Cc1ccccc1)c1ccccc1

entry no.,7,8,9,10,11,12
TDP2 inh,11,4,-7,-1,-3,1
LEDGF integ inh,2,-3,-3,-3,-1,3
NPR2 activator,-7,2,-7,8,1,-7
rCAG RNA binder,-1,5,1,4,2,-5
TCR CD3 inh,.,-1,10,-11,-1,3
HTRA1 inhibitor,.,-1,1,.,-3,9
SIAE primary,2,2,-1,-11,3,8
MBD2 DNA inh,0,3,0,4,-1,3
PRMT1 FP inh,-2,6,6,4,2,0
ABHD4 inh,-2,0,2,7,-3,0

13: CCCN(C(=O)Cc1coc2cc(OC)ccc12)C1CCS(=O)(=O)C1 (centres undefined)
14: Cn1nnnc1SCC(=O)N1N=C(c2cccs2)CC1c1cccs1 (centres undefined)
15: Cc1cc(C)n2nc(CNS(=O)(=O)c3ccc(CC(C)C)cc3)nc2n1
16: CC(=O)Nc1cc(C(=O)CSc2nnc(C3CC3)n2C2CC2)ccc1O
17: CC1(C(=O)Nc2ccc3nc[nH]c3c2)CCN1C(=O)C1(c2ccccc2)CC1 (centres undefined)
18: C1CN(c2nc3nonc3nc2N2C[C@H]3CC[C@H]2C3)CCS1

entry no.,13,14,15,16,17,18
TDP2 inh,-5,-7,-2,-3,7,5
LEDGF integ inh,3,1,1,7,-1,-1
NPR2 activator,3,-5,0,-3,1,2
rCAG RNA binder,2,0,0,16,-1,2
TCR CD3 inh,-3,2,3,10,4,-1
HTRA1 inhibitor,5,1,-2,8,.,5
SIAE primary,3,-7,-1,5,-2,9
MBD2 DNA inh,-5,-3,3,2,1,-1
PRMT1 FP inh,-3,1,-3,2,0,1
ABHD4 inh,2,-6,1,13,-2,6

19: COc1ccc(-c2oc3ccccc3c(=O)c2OC(C)=O)cc1
20: CCOC(=O)[C@@]12CCC3=C1N(CCC3)C(=O)[C@H](CC(=O)N1CCC(c3ccccc3)CC1)C2
21: CC1CCN(C(=O)COC(=O)CSc2ccc(C(N)=O)cc2[N+](=O)[O-])CC1
22: CCN(CCn1cccn1)Cc1nc(-c2ccccc2)no1
23: CCCn1c2ccccc2c2cnn(CC(=O)NCCOC)c(=O)c21
24: COc1cc(C(C(=O)NC2CCCCC2)N(Cc2cccs2)C(=O)Cc2c[nH]c3ccccc23)cc(OC)c1OC (centres undefined)

entry no.,19,20,21,22,23,24
TDP2 inh,3,-4,10,12,-8,1
LEDGF integ inh,0,-3,2,1,-1,-1
NPR2 activator,8,6,0,2,7,-12
rCAG RNA binder,-2,2,0,-4,1,2
TCR CD3 inh,-2,.,10,0,1,3
HTRA1 inhibitor,15,.,4,6,-1,0
SIAE primary,8,5,-3,-6,5,5
MBD2 DNA inh,2,3,0,-2,-1,-6
PRMT1 FP inh,6,1,1,-3,1,3
ABHD4 inh,2,1,3,-2,6,2

25: Cc1noc(NS(=O)(=O)c2ccc(NS(=O)(=O)c3ccc(C(C)(C)C)cc3)cc2)c1C
26: CC(COc1cccc(OC(F)(F)F)c1)CN1CCC(C(O)(c2ccccc2)c2ccccc2)CC1 (centres undefined)
27: CCCSc1nc(=S)n(Cc2ccccc2)c(C)c1C(C)=O
28: COc1cc(OC)cc(C(=O)OCC(=O)Nc2nnc(-c3ccccc3)o2)c1
29: CCOc1ccc(C(=O)Nc2c3c(nn2C(C)(C)C)CSC3)cc1OCC
30: FC(F)(F)c1ccc(-c2nc(=S)[nH][nH]2)cc1

entry no.,25,26,27,28,29,30
TDP2 inh,-2,-13,-13,-15,-13,-4
LEDGF integ inh,4,-1,5,2,5,0
NPR2 activator,3,-5,2,0,-3,-5
rCAG RNA binder,34,0,-5,11,20,11
TCR CD3 inh,-8,.,3,2,-3,7
HTRA1 inhibitor,-5,.,3,3,-19,4
SIAE primary,3,-3,-3,0,-12,-3
MBD2 DNA inh,7,2,2,-4,3,-1
PRMT1 FP inh,3,1,3,-3,3,14
ABHD4 inh,-1,12,-3,-2,-15,-3

31: O=C(CSc1nccc(=O)[nH]1)Nc1ccc2c(c1)OCCO2
32: O=C(O)CCc1nn2c3ccccc3n(CC(=O)O)c2nc1=O
33: Cc1ccc(SCC(=O)N2CCc3ccccc32)cc1
34: CCOC(=O)c1nnn(-c2nonc2N)c1CN1CCCC1
35: CC(C)(C)c1ccc(C(=O)N2CCC(C(=O)NCCC3=CCCCC3)CC2)cc1
36: C=CCOC(=O)C1=C(C)OC(N)=C(C#N)C1c1ccc2c(c1)OCO2 (centres undefined)

entry no.,31,32,33,34,35,36
TDP2 inh,4,7,0,-3,-10,0
LEDGF integ inh,3,-2,-2,1,0,-1
NPR2 activator,-3,1,-2,0,-1,-3
rCAG RNA binder,0,3,-1,0,-7,0
TCR CD3 inh,7,2,5,6,-4,2
HTRA1 inhibitor,2,1,-8,8,-9,-7
SIAE primary,3,30*,3,-1,2,2
MBD2 DNA inh,2,0,3,2,-3,-1
PRMT1 FP inh,0,0,-2,-3,1,3
ABHD4 inh,3,-2,6,-4,-5,1

An excerpt from above, reduced to ABHD4 inh.
#	structure	ABHD4 inh
31	O=C(CSc1nccc(=O)[nH]1)Nc1ccc2c(c1)OCCO2	3
32	O=C(O)CCc1nn2c3ccccc3n(CC(=O)O)c2nc1=O	-2

Random excerpt: 4 records from the list.
31: O=C(CSc1nccc(=O)[nH]1)Nc1ccc2c(c1)OCCO2
32: O=C(O)CCc1nn2c3ccccc3n(CC(=O)O)c2nc1=O
34: CCOC(=O)c1nnn(-c2nonc2N)c1CN1CCCC1
33: Cc1ccc(SCC(=O)N2CCc3ccccc32)cc1

entry no.,31,32,34,33
TDP2 inh,4,7,-3,0
LEDGF integ inh,3,-2,1,-2
NPR2 activator,-3,1,0,-2
rCAG RNA binder,0,3,0,-1
TCR CD3 inh,7,2,6,5
HTRA1 inhibitor,2,1,8,-8
SIAE primary,3,30*,-1,3
MBD2 DNA inh,2,0,2,3
PRMT1 FP inh,0,0,-3,-2
ABHD4 inh,3,-2,-4,6

Following part
37: Cc1cc(C)n(CC(=O)NNC(=O)CCCOc2ccc(Cl)cc2C)n1
38: CC(O)(C#CCN1CCOCC1)c1ccccc1 (centres undefined)
39: CCCC(=O)NC(NC(=S)Nc1ccc(S(N)(=O)=O)cc1)C(Cl)(Cl)Cl (centres undefined)
40: Cc1sc2ncnc(NS(=O)(=O)c3ccc(Cl)cc3)c2c1C
41: Cc1cc(C)cc(Oc2ccccc2/C=C\C(=O)O)c1
42: COc1ccc(C(C)C)cc1S(=O)(=O)N1CCC(C(=O)N2CCN(C)CC2)CC1

entry no.,37,38,39,40,41,42
TDP2 inh,-2,5,1,4,1,16
LEDGF integ inh,-1,1,-2,0,1,3
NPR2 activator,2,3,-3,4,-3,1
rCAG RNA binder,-5,2,2,27,15,-4
TCR CD3 inh,-4,4,0,3,7,0
HTRA1 inhibitor,9,-4,2,-5,-3,-3
SIAE primary,-4,1,-3,2,-3,-2
MBD2 DNA inh,-3,-2,-3,1,-6,-2
PRMT1 FP inh,-1,-2,0,-2,-3,-2
ABHD4 inh,-4,2,19,-4,-4,-3

43: Cc1cccc(OCCSCc2nc3ccccc3[nH]2)c1
44: CN(C)[C@H]1CCN(c2ccc3c(c2)O[C@@H]2CCN(C2)S3(=O)=O)C1
45: CC1CC(C)CN(S(=O)(=O)c2ccc(C(=O)N3CCN(c4ccccc4)CC3)cc2)C1 (centres undefined)
46: Cc1ccc(-c2nnc(SCC(=O)Nc3ccc(-c4nc5ccc(C)cc5s4)cc3)n2Cc2ccco2)cc1

entry no.,43,44,45,46
TDP2 inh,5,4,-5,11
LEDGF integ inh,-2,0,0,0
NPR2 activator,-3,3,-4,0
rCAG RNA binder,3,4,-5,23
TCR CD3 inh,1,.,4,.
HTRA1 inhibitor,-15,.,-15,.
SIAE primary,-2,2,-3,-19
MBD2 DNA inh,4,18*,0,3
PRMT1 FP inh,5,5,-2,34*
ABHD4 inh,1,9,-1,-21

Compound activity: PubChem, several laboratories
